# KOR beta-arrestin-1 = KOR antagonists, beta-arrestin recruitment, cell-based, luminescence, uHTS (AID 1778); hit rate 0.091% among 290,000; inhibition, % at 10 µM; hits with a dose series show IC50 in µM; KOR beta-arrestin recruitment, luminescence, antagonist mode; higher % means a stronger effect; Kappa-type opioid receptor (Homo sapiens); note: strong numbers were not always called active
# KOR beta-arrestin-2 = KOR agonists, beta-arrestin recruitment, primary screen, cell-based, luminescence, uHTS (AID 1777) | Kappa-type opioid receptor (Homo sapiens) | KOR beta-arrestin recruitment, luminescence; higher % means a stronger effect | activation, % at 10 µM, or EC50 in µM where a hit was titrated | hit rate 0.02% among 280,000; in the data active = activation above about 50%, passing the limit was not always enough; note: a part of the inactive calls stands beside numbers as strong as those of hits
# HEK293 NOD2/NF-kB = NOD2 signaling inhibitors, cell-based, luminescence, uHTS, HEK293 (AID 1566); HEK293 NOD2/NF-kB luciferase reporter, luminescence; higher % means a stronger effect; hit rate 0.63% among 290,000; inhibition, % at 4 µM; hits with a dose series show EC50 in µM; note: many of its hits are not listed in these tables
# M17LAP inhibition = P. falciparum M17LAP inhibitors, primary screen, biochemical, fluorogenic H-Leu-NHMec substrate, 1536-well (AID 1619). hit rate 0.38% among 220,000. Leucine aminopeptidase (Plasmodium falciparum (isolate 3D7)). inhibition, % at 30 µM; hits with a dose series show IC50 in µM. recombinant M17LAP, H-Leu-NHMec fluorogenic kinetic assay; higher % means a stronger effect;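 active = compound inhibiting the enzyme by more than half at any dose during confirmatory dose-response retesting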;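 note: plate controls were full reaction with DMSO carrier for no effect and no enzyme background for full effect; strong numbers were not always called active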
# GPR55 activation = GPR55 agonists via beta-arrestin recruitment, primary screen, imaging, U2OS cells, beta-arrestin-GFP redistribution (AID 1961). U2OS GPR55 beta-arrestin-GFP redistribution imaging; higher % means a stronger effect. activation, % at 10 µM, or EC50 in µM where a hit was titrated. hit rate 0.048% among 290,000;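 active = activation above 40% with more than 50 cells counted in the well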;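 note: U2OS osteosarcoma cells stably expressing GPR55 and beta-arrestin-GFP; plate controls were DMSO negative control for no effect and LPI positive control for full effect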
# M1AAP inhibition = P. falciparum M1AAP inhibitors, biochemical, fluorogenic H-Leu-NHMec substrate, 1536-well (AID 1445); recombinant M1AAP, H-Leu-NHMec fluorogenic kinetic assay; higher % means a stronger effect; inhibition, % at 30 µM, or IC50 in µM where a hit was titrated; hit rate 0.42% among 220,000;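 active = primary inhibition above the hit cutoff, then over 50% inhibition at one or more dose response concentrations, cut at about 23% in these data, passing the limit was not always enough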;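 note: plate controls were DMSO full reaction for no effect and no enzyme background for full effect; strong numbers were not always called active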
# NOD1 inhibition = NOD1 signaling inhibitors, primary screen, cell-based, luminescence, uHTS (AID 1578). NOD1-driven NF-kB luciferase reporter cells, luminescence; higher % means a stronger effect. hit rate 1% among 290,000. one-dose inhibition, % at 4 µM; EC50 in µM for titrated hits; in the data active = inhibition mostly above about 36%, no sharp cut-off; inactive = mostly below about 34%;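 note: HEK-293T reporter cells stimulated with the NOD1 agonist gamma-tri-DAP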
# AID2073 = inhibitors of Mint1-CaV2.2 protein interaction, biochemical, HTRF (AID 2073). HTRF protein-protein interaction, Mint1-CaV2.2; higher % means a stronger effect. inhibition, % at 20 µM, or IC50 in µM where a hit was titrated. hit rate 0.19% among 290,000; in the data active = inhibition mostly above about 51%, no sharp cut-off; note: some results filed as inactive read as strong as hits
# Dynein transport = inhibitors of GR-EGFP nuclear translocation, primary screen, dynein cargo transport inhibitor project, imaging, high-content, 3617.4 mouse cells; test concentration mostly 20 µM; stimulated with dexamethasone, 1 µM; stronger effect = lower value; z-score, hits read low; hit rate 0.47% among 220,000; AID 1381, 2008;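 active = plate z-score of nuclear minus cytoplasmic receptor signal below a set negative limit, without overly bright fluorescence or cell loss, cut at about -3.5 in these data, passing the limit was not always enough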;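 note: z-score of nuclear minus cytoplasmic ring GR-EGFP intensity difference per well; some compounds called inactive have numbers as strong as hits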
#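 Also added – dexamethasone, 1.0 µM final · Buffer or medium – tet-free, stripped-serum medium · Schedule – induction 48 h, compound 1 h, agonist 30 min · Detection – formaldehyde fixation, Hoechst nuclear stain, 10x automated fluorescence imaging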
# Dynein transport cytoplasmic EGFP = further read-out of Dynein transport, marked with its call; z-score; measured here: cytoplasmic GR-EGFP intensity; stronger effect = higher value
# Dynein transport nuclear GR-EGFP = also measured in Dynein transport; calls as there; z-score; measured here: nuclear GR-EGFP intensity;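 lower value marks the stronger effect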
# Dynein transport cell count = recorded beside Dynein transport, whose call it bears; z-score; measured here: cell count per field
# * marks the source's active call; other numbers are inactive results; . = no result given; [ ] = dose if it differs, or a comment. Cut-off read from the data, not from the text of the source, unless noted: active = inhibition above about 50%; inactive = the rest. Only part of the results is shown (hit frequency here may not be typical).
SMILES,KOR beta-arrestin-1,KOR beta-arrestin-2,HEK293 NOD2/NF-kB,M17LAP inhibition,GPR55 activation,M1AAP inhibition,NOD1 inhibition,AID2073,Dynein transport,Dynein transport cytoplasmic EGFP,Dynein transport nuclear GR-EGFP,Dynein transport cell count
CC(C)c1ccc(C2/C(=C(\O)c3ccc4c(c3)OCCO4)C(=O)C(=O)N2CCN2CCOCC2)cc1 (stereo not drawn),-33%,-0.8%,8%,.,-0.1%,.,-7%,6%,.,.,.,.
CCOC(=O)COc1nc2c(c(-c3ccco3)c1C#N)CCc1ccccc1-2,-1%,-0.9%,29%,-3%,0.3%,-3%,10%,9%,-0.82,-0.23,-0.48,1.1
O=c1cc(Nc2ccc3c(c2)OCO3)[nH]c(=O)n1-c1ccc(Br)cc1,-28%,-3.3%,11%,-2%,-0.4%,8%,-10%,11%,0.71,-0.24,0.26,0.091
O=C(CN1CCCCC1)NC(=O)NC1CCCC1,-2%,-4.2%,6%,36%,0.7%,12%,-24%,6%,-0.68,-0.19,-0.38,1
CCN(CC)CCNC(=O)c1cn(CCOC)c(=O)c2c1c1ccccc1n2C,11%,-2.0%,7%,.,-0.2%,.,-9%,9%,.,.,.,.
O=C1CSC(=Nc2ccccc2Cl)N1,7%,-4.1%,9%,21%,1.0%,0%,4%,-7%,-0.96,-0.33,-0.3,0.44
O=C1Nc2ccccc2C(=O)N2[C@H](c3ccc(F)cc3)[C@@H]3C(=O)N(Cc4ccccc4)C(=O)[C@@H]3[C@H]12,-25%[20 µM],-4.8%,6%,.,-0.1%,.,-9%,-1%,.,.,.,.
Cc1ccc2c(cnn2C(=O)CCC(=O)NC2CCCCC2)c1,-27%[20 µM],-3.6%,11%,.,0.0%,.,-6%,-5%,.,.,.,.
COCCNC(=S)N/N=C(\C)c1ccc(Cl)c(Cl)c1Cl,19%,-2.8%,1%,-6%,0.1%,1%,-20%,-7%,0.1,-0.32,0.47,-0.049
Cc1cc(C)nc(Nc2ccc(O)cc2)n1,7%,2.5%,-25%,.,0.3%,.,-13%,2%,.,.,.,.
CCc1ccc(NC(=O)c2onc(C)c2Cl)cc1,12%,0.4%,-102%,0%,-0.1%,3%,-68%,17%,-0.048,-0.24,0.038,0.17
CCOC(=O)N1CCN(C(=O)CSc2ccc3nnc(-c4cccnc4)n3n2)CC1,8%,-3.4%,15%,-5%,0.4%,1%,-22%,7%,-0.11,-0.19,0.27,0.7
C=C1CN(Cc2ccccc2)S(=O)(=O)c2ccccc21,14%,0.3%,-4%,-1%,0.0%,10%,4%,1%,0.52,-0.75,0.38,-0.28
O=C(NC1CCCC1)c1csc2c1CCCC2,-26%,7.3%,6%,4%,-0.1%,1%,-1%,6%,-0.65,-0.2,-0.08,0.22
COc1ccc(OC)c(NC(=O)CNC(c2ccccc2)c2ccccc2)c1,11%,-3.5%,10%,.,0.0%,.,6%,-1%,.,.,.,.
Cn1c(SCC(=O)N2CCCC2)nnc1-c1cccs1,0%,-2.2%,2%,.,0.2%,.,-27%,-3%,.,.,.,.
Cc1c(Cl)cccc1N1C(=O)CC(NNC(=O)c2cccs2)C1=O (stereo not drawn),-24%,-3.5%,0%,-10%,1.3%,12%,-28%,6%,0.32,-0.24,-0.18,0.79
COc1ccc(C2/C(=C(/O)c3ccccc3)C(=O)C(=O)N2C)cc1 (stereo not drawn),22%,-6.6%,16%,21%,-0.1%,6%,-39%,5%,0.13,-0.033,0.71,-0.79
O=C(NCc1nnc(SCC(=O)N2CCN(c3ccccc3)CC2)o1)c1ccco1,25%,6.5%,21%,2%,-0.2%,-4%,-11%,9%,0.21,-0.25,-0.59,0.88
O=C(Nc1ccc(F)cc1)N(CCCN1CCOCC1)Cc1cc2cc3c(cc2[nH]c1=O)OCCO3,-12%,-4.9%,-14%,14%,0.6%,11%,-23%,16%,2,-0.072,0.84,-1.1
CCn1cc(/C=C(\NC(=O)c2cc(OC)c(OC)c(OC)c2)C(=O)NCCCN2CCOCC2)c2ccccc21,9%,-1.7%,21%,.,0.2%,.,-10%,6%,.,.,.,.
COc1ccc(N=Cc2c(O)[nH]c3ccccc23)cc1,13%,-0.5%,-182%,2%,-0.1%,15%,-42%,-8%,-1.1,-0.18,-1.3,0.66
CC(C)Oc1cccc(C(=O)N/N=C/c2coc3ccccc3c2=O)c1,-6%,-1.6%,8%,.,-0.1%,.,-12%,4%,.,.,.,.
O=C(NCC(=O)N(c1ccc2c(c1)OCCO2)C(C(=O)NC1CCCC1)c1ccco1)c1ccco1 (stereo not drawn),14%,-4.6%,15%,-1%,-0.3%,3%,-6%,7%,-0.62,-0.22,-0.44,0.61
COc1ccc(C(=O)NNC(=S)NC(=O)/C=C/c2cccs2)cc1,28%[20 µM],.,9%,4%,-0.1%,29%,-1%,-2%,-0.41,-0.29,-0.26,0.31
Cc1ccc(NC(=O)c2ccccc2Br)cc1S(=O)(=O)N(C)C,24%,-0.7%,9%,-7%,-0.2%,0%,-11%,19%,-0.52,-0.3,-0.24,0.08
COc1ccc(NC(=O)Cc2ccsc2)c(OC)c1,22%,-2.9%,-16%,.,0.6%,.,-22%,-7%,.,.,.,.
COc1ccc(N(CC(O)CN2C(=O)NC(C)(C)C2=O)S(=O)(=O)c2ccccc2)cc1 (stereo not drawn),-28%,-9.9%,10%,-7%,-0.1%,0%,-2%,-2%,0.071,0.96,0.33,-0.48
COc1ccc(C(C)(C)NC(=O)C2CCC(=O)N(C3CC3)C2)cc1OC (stereo not drawn),-5%,4.9%,-7%,.,-0.1%,.,1%,13%,.,.,.,.
CCc1nn(C(C)C(=O)NC(C)CCc2ccco2)c(=O)c2cc3occc3n12 (stereo not drawn),-3%,4.3%,5%,7%,-0.1%,13%,-3%,5%,2.5,-0.046,2.4,-1.3
O=C(Cc1ccc(Br)cc1)N1CCCCCC1,-38%,-1.6%,-38%,52%,-0.1%,0%,-41%,5%,1.3,-0.13,1,-1.7
COc1ccc(S(=O)(=O)Nc2ccccc2C)cc1C(=O)N1CCOCC1,17%,1.3%,9%,-1%,-0.2%,1%,9%,10%,-0.82,-0.3,-0.21,0.82
O=C(CNS(=O)(=O)c1cccs1)N1CCN(c2ccccc2F)CC1,3%,-3.2%,-12%,.,0.2%,.,-24%,1%,.,.,.,.
Cc1cccc(Nc2nc(-c3ccccc3)cs2)n1,6%,-2.4%,-84%,.,-0.2%,.,38%,-5%,.,.,.,.
O=C(/C=C/c1ccc(O)cc1)c1ccccc1,13%,1.2%,-86%,12%,0.0%,5%,-13%,10%,-1,-0.1,-0.53,0.46
CCCC1C2C(=O)N(c3cccc(C)c3)C(=O)C2ON1c1ccccc1 (stereo not drawn),18%,6.0%,-8%,-1%,0.0%,4%,-15%,6%,-0.27,-0.27,-0.38,0.066
Cc1ccc(NC(=O)n2ncc3c(C)cccc32)cc1F,3%,-0.3%,-67%,.,0.3%,.,1%,12%,.,.,.,.
Cc1oc2cc(O)ccc2c(=O)c1N1C(=O)c2ccccc2C1=O,-19%,2.4%,-19%,3%,0.0%,10%,-42%,2%,-0.67,-0.11,-0.29,0.99
O=S1(=O)c2cccc3cccc(c23)N1CCBr,-22%,0.7%,24%,.,-0.2%,.,-8%,22%,.,.,.,.
COc1ccc(-c2nnc(SCc3ccccc3)n2N)cc1,28%,-3.1%,-28%,3%,1.0%,4%,-23%,2%,1,-0.31,0.54,-0.5
CSc1ccc(CN2CCC(Oc3ccc(C(=O)N4CCCC4)cc3)CC2)cc1,-43%,6.3%,-5%,.,-0.1%,.,-29%,-14%,.,.,.,.
CCCCC(=O)Nc1ccc(NC(=O)c2cnccn2)cn1,2%[20 µM],.,-14%,0%,0.2%,-4%,-33%,11%,2.6,-0.27,1.4,-1.3
C=CCn1c(=O)c2ccccc2n2c(SCC(=O)Nc3cc(C)on3)nnc12,0%,-1.9%,13%,0%,-0.1%,8%,-6%,0%,-0.4,-0.17,0.31,-0.21
CNC(=O)/C(C#N)=C/c1c(N2CCN(C)CC2)nc2c(C)cccn2c1=O,-4%,0.3%,10%,.,-0.1%,.,-9%,11%,.,.,.,.
Cc1[nH]c2ccccc2c(=O)c1CN1CCCCCC1,17%,-2.2%,12%,.,-0.1%,.,-3%,2%,.,.,.,.
COc1ccc(OC)c(Nc2ncnc3sc(-c4ccccc4)cc23)c1,8%,-0.2%,-72%,7%,0.2%,1%,36%,26%,-0.41,0.19,-0.27,-1.2
Cn1c2c(c(=O)n(C)c1=O)C(NC(=O)c1cccs1)(C(F)(F)F)C(=O)N2 (stereo not drawn),26%,-3.7%,-2%,2%,0.4%,-5%,-3%,-4%,-0.9,-0.24,-1,0.47
CCc1nnc(NC(=O)CN2CCN(c3cccc(OC)c3)CC2)s1,-6%,-1.3%,17%,3%,-0.3%,-9%,30%,4%,0.28,-0.27,0.029,1.1
N=c1c(C(=O)NCc2ccc(F)cc2)cc2c(=O)n3ccccc3nc2n1Cc1ccco1,-17%,-6.8%,10%,-14%,-0.5%,6%,-35%,40%,-1.1,-0.028,-0.23,-0.024
CC(C)(Oc1ccc(Cl)cc1)C(=O)Nc1ccc(S(=O)(=O)Nc2ncccn2)cc1,-2%,-3.1%,28%,.,0.6%,.,6%,3%,.,.,.,.
O=C(Nc1ccn(-c2ccccc2)n1)c1ccc(Cl)cc1,3%,8.8%,-4%,2%,0.2%,-3%,-7%,-2%,1.2,-0.21,0.67,-0.25
CC1CCCN(S(=O)(=O)c2ccc(S(=O)(=O)N3CCC4(CC3)OCCO4)cc2)C1 (stereo not drawn),-24%,-0.2%,12%,0%,-0.1%,1%,8%,5%,0.059,-0.14,-0.21,0.42
CC1CCN(C(=O)c2ccc(NS(=O)(=O)c3cccc4cccnc34)cc2)CC1,19%,0.4%,16%,.,-0.1%,.,0%,-1%,-0.9,-0.28,0.095,0.98
